# Assay outcomes (PubChem)
# S100A4 inh HTS – inhibitors of human S100A4 binding to myosin IIA peptide; P26447; S100A4/TAMRA-MyoIIA peptide fluorescence polarization; inhibition, % at 10.7 µM; 360,000 compounds, 0.14% hits;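 active = mean inhibition of at least 70% across replicates, with every replicate also reaching that level; inconclusive = mean inhibition reaches 70% but some replicates fall short; inactive = mean inhibition below 70%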
# Target sequence (P26447 whole entry, looked up): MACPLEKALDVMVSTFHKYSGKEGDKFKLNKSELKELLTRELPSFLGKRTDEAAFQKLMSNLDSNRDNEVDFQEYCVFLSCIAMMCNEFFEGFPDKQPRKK
#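 Test system – S100A4 monomer (human) · Compound – single-point compound testing · Schedule – 5 min incubation before reading · Probe or stimulus – TAMRA-labelled myosin IIA heavy-chain peptide probe, 5 nM · Benchmarks – neutral control DMSO, positive control TFP · Medium – Calcium-containing HEPES buffer, pH 7.2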
# FN deposit inh – fibronectin deposition inhibition | AH1F fibroblasts, Alexa488-fibronectin deposition fluorescence, overnight | AID 743247 | inhibition, % at 12.6 µM | 350,000 compounds, 0.086% hits;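 active = mean inhibition across replicates of 30% or more, regardless of how many single replicates reach that level; inconclusive = mean under 30% yet at least half of replicates reach 30%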;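 note: positive control wells lacked labelled fibronectin entirely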
#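 material = AH1F fibroblast monolayer depositing Alexa488-labelled fibronectin into matrix | amount = 10000 AH1F cells/well | buffer or medium = DMEM plus 2% serum, read in PBS | incubation = 1 h cell adhesion before compound, then overnight fibronectin incubation | detection = fluorescence at 485 nm excitation, 525 nm emission | evaluation = percent inhibition as loss of matrix-bound fibronectin fluorescence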
# XiGFP reactiv – activators of X-chromosome reactivation in mouse fibroblasts; XiGFP mouse fibroblasts, % GFP-positive cells imaging, 3 d; cells co-treated with 5-aza-dC sensitizer; scaled so ellipticine positive control = 100%; activation, % at 7.58 µM; 360,000 compounds, 0.055% hits;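 active = mean normalized replicate activation at least 10% and every replicate at or above 10%; inconclusive = only one of the two criteria met; inactive = mean below 10% and not all replicates reach 10%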;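 note: 0% = median of on-plate neutral control wells and 100% = ellipticine 6 µM median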
#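 Assay system – SV40-immortalized XiGFP fibroblast cells, line 68-5-11 · Buffer or medium – DMEM supplemented with 5-aza-dC as sensitizing agent · Dosing – one concentration, pinned · Benchmarks – positive control ellipticine, 6 µM final · Times – 3 days compound exposure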
# E-sel inducer – induces E-selectin expression in human endothelial cells; HUVEC E-selectin immunofluorescence imaging; normalized: neutral wells 0, TNF-alpha wells 100; activation, % at 7.58 µM; AID 686992; 260,000 compounds, 0.37% hits; P16581;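 active = mean E-selectin-positive cell signal at least 10% of the positive control, reached in at least 60% of replicates, without over 20% cell loss; inconclusive = no rule given, readout overlaps actives, possibly toxicity-flagged; inactive = the rest, including those meeting only one limit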;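 note: in these data hits start at about 27%; measured in HUVEC primary endothelial cells; signal is the percent of cells scored E-selectin positive by PE staining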
#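 Test system: HUVEC | Signal: Immunofluorescence imaging | Read-out: Percent E-selectin-positive cells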
# esBAF inh – inhibitors of esBAF chromatin remodeling in mouse ES cells; Bmi1-luciferase knock-in reporter, 24 h; 100% = twice the neutral-well signal; reporter increase, % at 12.5 µM; 350,000 compounds, 2% hits; AID 602393; in the data active = activation above about 40%; inconclusive = no clear call, values can overlap the other calls;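 note: 0% = median of the plate's neutral control wells and 100% = double that signal; a rise in the Bmi1 reporter signal indicates esBAF inhibition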
# RAD52 anneal inh – RAD52 (human) annealing inhibition | P43351 | recombinant RAD52 DNA annealing, FRET fluorescence | inhibition, % at 18.7 µM | 360,000 compounds, 0.46% hits;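 active = every replicate showing at least 50% inhibition; inconclusive = mean inhibition at least 50% but not in every replicate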
# RAD54 branch – RAD54 (human) branch migration inhibition; Q92698; RAD54 Holliday junction branch migration, FAM/BHQ fluorescence; inhibition, % at 10.4 µM; 360,000 compounds, 0.14% hits; AID 602329;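 active = mean normalized replicate activity at least 40 and at least half of replicates scoring 40 or more; inconclusive = only one of the two criteria met; inactive = mean below 40 and under half of replicates reaching 40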;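 note: 0% = median of neutral control wells and 100% = median of positive control wells; inhibitors cause a drop in the FAM fluorescence signal; in these data hits start at about 50%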
# Target sequence (Q92698 whole entry, looked up): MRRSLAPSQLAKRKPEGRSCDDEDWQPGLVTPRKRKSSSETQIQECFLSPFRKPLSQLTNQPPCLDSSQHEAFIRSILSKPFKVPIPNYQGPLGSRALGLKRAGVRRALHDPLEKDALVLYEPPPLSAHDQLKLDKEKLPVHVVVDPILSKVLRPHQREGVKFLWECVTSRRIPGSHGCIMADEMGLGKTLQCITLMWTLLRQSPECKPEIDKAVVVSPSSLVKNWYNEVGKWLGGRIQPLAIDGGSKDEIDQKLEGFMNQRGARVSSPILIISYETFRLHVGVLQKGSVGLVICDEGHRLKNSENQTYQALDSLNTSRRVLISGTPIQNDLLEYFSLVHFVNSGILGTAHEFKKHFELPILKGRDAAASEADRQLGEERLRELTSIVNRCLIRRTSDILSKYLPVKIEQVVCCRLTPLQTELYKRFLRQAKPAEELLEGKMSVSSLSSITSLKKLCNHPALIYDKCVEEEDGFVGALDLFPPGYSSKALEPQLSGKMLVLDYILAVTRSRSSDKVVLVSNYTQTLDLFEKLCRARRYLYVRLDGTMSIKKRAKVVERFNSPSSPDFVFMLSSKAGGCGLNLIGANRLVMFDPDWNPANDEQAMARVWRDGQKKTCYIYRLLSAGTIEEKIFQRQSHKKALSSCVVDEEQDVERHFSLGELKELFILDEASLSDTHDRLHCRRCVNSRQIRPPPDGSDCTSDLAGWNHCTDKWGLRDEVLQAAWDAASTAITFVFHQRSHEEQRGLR
# EWS-Fli inh – EWS/Fli transcriptional activity inhibition | A673 NR0B1-luciferase reporter, viability-normalised | inhibition, % at 12.6 µM | 350,000 compounds, 0.67% hits;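 active = mean inhibition of at least 50% after viability correction, with every replicate also passing that limit; inconclusive = mean reaches 50% but only one of two replicates passes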;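 note: firefly luciferase signal divided by Alamar Blue viability fluorescence both relative to DMSO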
# An asterisk follows results filed as active; u = inconclusive; x = no result given; & = joins results of further samples.
SMILES,S100A4 inh HTS,FN deposit inh,XiGFP reactiv,E-sel inducer,esBAF inh,RAD52 anneal inh,RAD54 branch,EWS-Fli inh
CC(C)NC(=O)Nc1ccc2c(c1)C(=O)N([C@H](C)CO)C[C@H](C)[C@@H](CN(C)S(=O)(=O)c1ccc(Cl)cc1)OCCCC[C@@H](C)O2,-1,-16,0.0,x,1,-4,7,0
CC(=O)Nc1ccc2c(c1)C(=O)N(C)[C@H]1CC[C@H](CC(=O)N3CCc4ccccc4C3)O[C@H]1CO2,x,-9,0.2,0.0,-10,x,-6,7
CC(C)(C)OC(=O)COc1cc(O)c2c(=O)cc(-c3ccccc3)oc2c1,9,2,0.2,0.0,x,-15,x,1
Cc1ccc(-c2ccc3c(c2)O[C@H](CN(C)Cc2ccccn2)[C@H](C)CN([C@@H](C)CO)S3(=O)=O)cc1,-5,x,-0.4,0.2,4,5,-2,-5
CC1CCCN(C(=O)C2CCN(C(=O)Nc3ccccc3)CC2)C1 (configuration not stated),3,-3,0.0,-0.1,-5,-16,0,-9
CCOc1ccc(N(CC(=O)NCCc2ccc(F)cc2)S(=O)(=O)c2ccccc2)cc1,-1,14,0.1,0.0,1,-5,15,6
COc1ccccc1CC(=O)Nc1ccc(C(=O)N2CCCCC2)cc1,-2,-3,-0.1,-0.1,0,-16,-12,x
COCC(=O)Nc1ccc2c(c1)[C@@H]1C[C@@H](CC(=O)NCc3ccc(Cl)cc3)O[C@H](CO)[C@@H]1O2,x,5,0.2,-0.4,3,x,0,6
COc1ccc(CC(=O)NNS(=O)(=O)c2ccc([N+](=O)[O-])cc2)cc1OC,1,2,0.3,17,-5,-6,3,5
O=C(c1ccc2c(c1)OCO2)N1CCN(S(=O)(=O)c2ccc(Cl)cc2)CC1,0,2,0.0,2.3,-6,0,10,10
CC(=O)c1c(C)oc2ccc(N(C(C)=O)S(=O)(=O)c3ccc(F)cc3C)cc12,5,-1,-0.1,-0.6,2,-3,1,4
Cc1onc(C(=O)N2CCN(c3ccccc3)CC2)c1[N+](=O)[O-],33,3,0.0,x,-5,-4,-12,x
Cc1ccc2c(c1)N(CC(=O)N1CCCCC1)C(=O)CO2,-5,3,0.4,0.4,-4,-10,-10,1
CO[C@H]1CN(C)C(=O)c2cc(NC(=O)Nc3ccc(Cl)cc3)ccc2OC[C@H](C)NC[C@H]1C,x,5,0.3,66*,3,x,0,14
Cc1ccc(CC(=O)Nc2ccc(C(=O)N3CCOCC3)cc2)cc1,-1,x,0.6,0.0,1,-20,-4,-5
Cc1cc(C(=O)N2CCCC(C(=O)c3cccc(C(F)(F)F)c3)C2)n[nH]1 (configuration not stated),-7,-2,0.1,x,9,-12,8,x
CC(=O)Nc1ccc(S(=O)(=O)N2CCN(S(=O)(=O)c3ccccc3)CC2)cc1,0,4,0.1,-0.2,-2,-3,7,8
Cc1cccc(C)c1Nc1nc2ccccc2o1,-2,x,0.0,-0.1,-2,-12,-8,-3
O=C(COc1ccc(S(=O)(=O)NCCc2ccccc2)cc1)N1CCCC1,-3,x,x,x,-7,-17,-4,x
C[C@H]1CCCCO[C@@H](CN(C)S(=O)(=O)c2cccs2)[C@@H](C)CN([C@@H](C)CO)C(=O)c2cc(NS(=O)(=O)c3ccc(Cl)cc3)ccc2O1,3,4,0.0,x,4,-32,-8,12
CN(CCOc1ccccc1)C(=O)c1ccc(N2CCCC2)c([N+](=O)[O-])c1,0,-1,0.1,x,1,-2,x,-4
COc1ccccc1NS(=O)(=O)c1ccc(/C=C/C(=O)O)cc1,0,9,0.0,6.2,-7,-4,-5,1
CCCCCCC1CC(=O)NC(=O)N1 (configuration not stated),2,7,-0.1,1.2,1,9,x,4
CC(C)Oc1ccc(C(=O)Nc2ccc(N3CCCC3)cc2)cc1,0,x,x,x,2,-14,14,x
C=C1CCN([C@@H](Cc2ccccc2)C(=O)NCc2ccc(Cl)cc2)S(=O)(=O)c2ccccc21,0,10,-0.1,-0.1,-6,-17,-14,0
O=C(c1n[nH]c2ccccc12)N1CCN(c2ccc(F)cc2)CC1,1,-2,0.0,0.2,19,-23,-1,-14
C[C@H](NC(=O)c1cc2cc(Cl)ccc2n1C)C(=O)N[C@@H](Cc1ccccc1)C(=O)O,4,-5,0.1,-0.1,-16,-10,-15,-7
Cc1noc(C)c1S(=O)(=O)Nc1ccc2c(c1)C(=O)N([C@@H](C)CO)C[C@H](C)[C@@H](CN(C)Cc1ccc(C(F)(F)F)cc1)OCCCC[C@H](C)O2,1&3,x,0.5&0.1,0.1&-0.3,2&5,-38&23,6&-3,-1
CC(=O)NS(=O)(=O)c1ccc(N=NN2CCCCC2)cc1,-12,1,0.0,-0.9,x,-6,-2,-1
COCCN(C(=O)COC(=O)/C=C/c1ccc2ccccc2n1)c1c(N)n(Cc2ccccc2)c(=O)[nH]c1=O,-1,x,0.2,-0.6,8,-46,-5,x
C[C@H](CO)N1C[C@H](C)[C@@H](CN(C)CC2CCCCC2)OCCCC[C@H](C)Oc2ccc(NC(=O)CCCCCC(=O)Nc3ccccc3N)cc2C1=O,-6,x,-0.9,-0.4,5,9,-2,23
Cc1cc(N2CCOCC2)nc(N2CCOCC2)n1,1,7,0.0,-0.7,x,2,x,-3
O=C(C[C@H]1C=C[C@H](NC(=O)c2ccccn2)[C@H](CO)O1)NCc1cccc(F)c1,-9,4,0.0,-0.4,-5,-9,-1,-3
Cc1noc(C)c1S(=O)(=O)Nc1cccc2c1O[C@@H](CN(C)S(=O)(=O)c1cn(C)cn1)[C@@H](C)CN([C@H](C)CO)C2=O,-10,x,-1.0,0.4,-1,-27,-8,-4
O=C(CCCN1C(=O)/C(=C\c2cccs2)SC1=S)Nc1cccc(C(=O)O)c1,5,2,0.0,x,x,-11,x,6
COc1cccc(CNC(=O)c2cc3ccccn3n2)c1,-1,2,0.1,1.0,22,-1,-7,-30
COc1ccccc1N1CC(C(=O)NCCC2=CCCCC2)CC1=O (configuration not stated),-4,-2,0.0,1.4,5,2,-9,-5
CCc1[nH]nc(C(=O)N2CCCC(Nc3cccc(F)c3)C2)c1C (configuration not stated),7,x,0.0,0.7,x,-6,-4,x
CC1(c2nc3ccccc3[nH]2)CCC(=O)N1C1CC1 (configuration not stated),14,-6,x,-1.5,-5,-8,-6,0
C=CCN(CC=C)CCOc1ccccc1[N+](=O)[O-],-32,-10,0.2,x,x,-7,x,-4

# Ordered by heavy-atom count (highest first): part of the list above
SMILES,S100A4 inh HTS,FN deposit inh,XiGFP reactiv,E-sel inducer,esBAF inh,RAD52 anneal inh,RAD54 branch,EWS-Fli inh
C[C@H](NC(=O)c1cc2cc(Cl)ccc2n1C)C(=O)N[C@@H](Cc1ccccc1)C(=O)O,4,-5,0.1,-0.1,-16,-10,-15,-7
COc1ccc(CC(=O)NNS(=O)(=O)c2ccc([N+](=O)[O-])cc2)cc1OC,1,2,0.3,17,-5,-6,3,5
Cc1onc(C(=O)N2CCN(c3ccccc3)CC2)c1[N+](=O)[O-],33,3,0.0,x,-5,-4,-12,x

# Going on with the list:
SMILES,S100A4 inh HTS,FN deposit inh,XiGFP reactiv,E-sel inducer,esBAF inh,RAD52 anneal inh,RAD54 branch,EWS-Fli inh
CCN(CC)CCNC(=O)c1cn(CC)c2ccc(S(=O)(=O)N(C)C)cc2c1=O,-2,5,0.6,-0.1,-7,-19,-9,5
CCOC(=O)C1CCN(C(=O)/C=C/c2ccc3c(c2)OCO3)CC1,-2,0,4.3,x,3,-12,1,-56
COCC(=O)N[C@H]1C=C[C@H](CC(=O)NCc2ccc(Cl)cc2)O[C@@H]1CO,1,-15,0.0,1.9,-1,-3,-2,1
O=S(=O)(/C=C/c1ccccc1)N1CCc2ccccc2C1,1,5,0.4,0.0,-5,1,-7,5
CC(C(=O)NCc1ccco1)c1ccc([N+](=O)[O-])cc1 (configuration not stated),0,-5,0.2,x,x,-10,x,-11
C[C@@H]1CN([C@@H](C)CO)C(=O)c2cc(C3=CCCCC3)cnc2O[C@H]1CN(C)C(=O)Nc1ccccc1,9,0,-0.1,0.4,-1,8,0,-6
O=C(c1ccc(F)cc1)N1CC(=O)N2[C@@H](CO)[C@@H](c3ccc(-c4ccccc4)cc3)[C@@H]2C1,-11,x,0.0,0.0,x,-25,x,-8
O=C(Cc1ccccc1)N[C@@H]1C=C[C@H](CC(=O)N2CCOCC2)O[C@@H]1CO,-2,-6,-0.3,-0.2,0,9,-2,2
C/C(=N/NS(=O)(=O)c1ccc(C)cc1)[C@H]1C[C@@H]1c1ccccc1,-1,1,0.2,u,x,-22,3,6
COc1ccc(Nc2nc(Cl)nc(NCc3ccco3)n2)cc1,0,x,x,x,2,-9,-9,x
COc1ccc(S(=O)(=O)N2CCN(C(=O)c3cc4c(s3)CCCC4)CC2)cc1,-6,10,-0.2,0.0,7,-2,-1,7
O=C(N/N=C/c1cccnc1)c1ccccc1[N+](=O)[O-],2,7,0.0,x,x,4,x,-16
O=C(NCCc1ccccc1)C(=O)N/N=C/c1ccccc1C(F)(F)F,-3,x,x,x,-3,-5,x,-9
COc1cc(/C=C/C(=O)O)cc(S(=O)(=O)N2CCN(S(=O)(=O)c3ccc(Cl)cc3)CC2)c1OC,4,2,0.0,x,-4,-7,-1,11
Cc1cc(C(=O)COC(=O)C2=NN(c3ccccc3)C(=O)CC2)c(C)n1CC(F)(F)F,-3,-1,0.0,x,x,-33,x,5
C[C@@H]1CN([C@H](C)CO)C(=O)c2c(c3ccccc3n2C)-c2ccccc2CO[C@H]1CN(C)Cc1ccc(Oc2ccccc2)cc1,2&-2,-6&9,0.2&-0.6,-0.5,8,-12&-12,4,6&11
N#C/C(=C\c1ccccc1)C(=O)Nc1ccccn1,-2,x,0.4,x,-5,-11,-4,-1
C[C@@H]1CCCCO[C@@H](CN(C)CC2CC2)[C@@H](C)CN([C@@H](C)CO)C(=O)c2cc(NS(=O)(=O)c3cccs3)ccc2O1,x,x,0.3,0.0,9,x,6,-6
CCc1cccc(C)c1NC(=S)N1CCCC1C(=O)O (configuration not stated),1,x,0.1,x,-2,-2,x,9
COCCNC(=O)c1c[nH]c2ccc(S(=O)(=O)Nc3ccc(F)cc3F)cc2c1=O,1,-2,0.1,x,11,-10,0,4
Cc1ccc(C)c(OCCCNCc2ccccc2)c1,0,4,0.1,x,-5,9,5,5
O=C(Nc1nccs1)c1ccccc1Br,4,4,0.0,x,25,-8,8,-24
CC1CCN(C(=O)CSc2ccc(-c3cccnc3)nn2)CC1,-6,2,-0.1,-0.2,x,-9,-3,-3
COC(=O)c1sc(SC)c2c1CC(C)(C)C/C2=N/O,2,5,0.3,x,x,-23,x,9
CCOC(=O)C1=C(COC(=O)COc2ccc(OCC)cc2)NC(=O)NC1C (configuration not stated),-3,x,0.0,x,1,-13,x,-4
